Screens: PubChem, National Center for Advancing Translational Sciences (NCATS)
Vif-A3F inh: qHTS for Inhibitors of Vif-A3F Interactions: qHTS | HeLa A3F-eYFP + Vif (tagged APOBEC3F with the HIV-1 protein that degrades it), YFP fluorescence increase | Potency, µM (highest dose often 46.1 µM), without a hit: at the top dose activity, negative = active | 0.2% of 390,000 active | AID 602313, 2012; also: potency is read from the fitted curve at half-maximal effect; % of control where 0% means no effect; nearly all actives have a fitted effect of over 65% in size
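HeLa cells stably expressing A3F-eYFP plus Vif, plated and incubated overnight at 37 deg C, then exposed to compounds overnight at 37 deg C. Blocked degradation read as raised yellow fluorescence (Ex 488/Em 500-530).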
Glioma ERSR ind: qHTS for Inducers of the Endoplasmic Reticulum Stress Response (ERSR) in Human Glioma: qHTS | U87-MG GRP78 promoter luciferase reporter, 16 h | Potency, µM, without a hit: at the highest dose activation, actives largely listed as activators | 0.02% of 420,000 active | AID 602332, 2012; also: potency is read from the fitted curve at half-maximal effect; series mostly up to about 76 µM; % of control where 0% means no effect; nearly all actives have a fitted effect of over 35% in size
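Stably transfected U87-MG glioma cells carrying a GRP78-based luciferase sensor; 16 h compound incubation. Luminescence end-point read 10 min after Bright-Glo addition at room temperature.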
LDHA inh: qHTS assay for inhibitors of human lactate dehydrogenase. L-lactate dehydrogenase A chain (Homo sapiens), P00338. purified LDHA, NADH/diaphorase-resazurin fluorescence; stronger effect = lower value. activity change, % (values are at about 110 or 230 µM). 0.15% of 480,000 active. AID 1347041, 2019; in the data active = activity change below about -30%; inconclusive = mostly about -25% to -30%;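 also: plate controls were DMSO wells for no effect and wells without enzyme for full effect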
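LDH5 2 nM; NADH 0.06 mM, pyruvate 0.2 mM; 200 mM Tris pH 7.4, EDTA, Tween-20; 5 min RT. Detection: diaphorase 0.133 mg/mL + resazurin 37 µM, fluorescence ex540/em590 at 0 and 20 min; normalized to enzyme-free and DMSO wells.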
RGS4 inhibitor: Inhibitors of Regulator of G Protein Signaling (RGS) 4: qHTS; Regulator of G-protein signaling 4 (Homo sapiens), P49798; Transcreener GDP fluorescence polarization, RGS4-accelerated GTP hydrolysis; Potency, µM (series often up to 114 µM), for the others: at the top dose activity change, negative = inhibition, most hits filed as inhibitors; 0.039% of 390,000 active; AID 504845, 2011; also: potency is read from the fitted curve at half-maximal effect; % is scaled to controls: 0 for no effect and ±100 for the full control effect; nearly all actives have a fitted effect of over 75% in size; some results filed as inactive show a strong effect at the top dose
Target sequence (P49798 whole entry, looked up): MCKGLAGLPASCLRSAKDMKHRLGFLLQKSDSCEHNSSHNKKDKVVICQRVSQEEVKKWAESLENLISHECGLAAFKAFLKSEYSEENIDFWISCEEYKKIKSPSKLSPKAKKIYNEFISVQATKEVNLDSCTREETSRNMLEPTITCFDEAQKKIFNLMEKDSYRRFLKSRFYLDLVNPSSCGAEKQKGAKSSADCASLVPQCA
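MLSMR compounds (23 nl, pin-transferred) preincubated 10 min at room temperature with a 500nM (2x) first reagent, then RGS4 at 900nM (2x) plus Transcreener GDP mix added; fluorescence polarization (620/688 nm) read before and after 90 min at 30 °C.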
IDH1 R132H inh: qHTS for Inhibitors of mutant isocitrate dehydrogenase 1 (IDH1): qHTS. 0.093% of 390,000 active. Isocitrate dehydrogenase [NADP] cytoplasmic (Homo sapiens), O75874. Potency, µM (doses to about 76.6 µM), for inactives: at the highest dose activity change, negative = inhibition, usual class: inhibitors. AID 602179, 2012. IDH1-R132H enzyme, NADPH consumption, diaphorase/resazurin fluorescence; also: potency is read from the fitted curve at half-maximal effect; % is scaled to controls: 0 for no effect and ±100 for the full control effect; nearly all actives have a fitted effect of over 65% in size
Target sequence (O75874 whole entry R132H, stated change not applied): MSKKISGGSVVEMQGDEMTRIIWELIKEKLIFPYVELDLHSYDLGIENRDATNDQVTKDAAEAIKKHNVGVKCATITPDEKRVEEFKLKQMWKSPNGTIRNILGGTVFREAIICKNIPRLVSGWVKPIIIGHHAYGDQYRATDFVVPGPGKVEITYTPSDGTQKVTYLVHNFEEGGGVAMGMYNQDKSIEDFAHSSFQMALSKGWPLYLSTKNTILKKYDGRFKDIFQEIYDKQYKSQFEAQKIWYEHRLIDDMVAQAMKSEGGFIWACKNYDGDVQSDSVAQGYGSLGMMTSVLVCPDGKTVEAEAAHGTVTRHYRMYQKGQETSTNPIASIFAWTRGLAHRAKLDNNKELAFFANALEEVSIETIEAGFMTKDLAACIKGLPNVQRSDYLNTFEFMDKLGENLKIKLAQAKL
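IDH1-R132H (0.5 ug/mL dispensed) in pH 7.5 Tris buffer was preincubated 30 min with compound, then given a substrate mix of 0.016 mM NADPH and 2 mM alpha-KG for 80 min at room temperature; remaining NADPH was read by diaphorase/resazurin fluorescence.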
Vif-APOBEC3G blk: qHTS for Inhibitors of Vif-A3G Interactions: qHTS; DNA dC->dU-editing enzyme APOBEC-3G (Homo sapiens), Q9HC16; Potency, µM (top dose mostly 46.1 µM), without a hit: top-dose activity, negative = active, most hits filed as inhibitors; AID 602310, 2012; HeLa A3G-eYFP + Vif (tagged APOBEC3G with the HIV-1 protein that degrades it), YFP fluorescence, overnight; 0.076% of 410,000 active;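 also: potency is read from the fitted curve at half-maximal effect; % is scaled to controls: 0 for no effect and ±100 for the full control effect; nearly all actives have a fitted effect of over 60% in size; hits raise eYFP signal because A3G escapes Vif-driven loss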
Target sequence (Q9HC16 whole entry, looked up): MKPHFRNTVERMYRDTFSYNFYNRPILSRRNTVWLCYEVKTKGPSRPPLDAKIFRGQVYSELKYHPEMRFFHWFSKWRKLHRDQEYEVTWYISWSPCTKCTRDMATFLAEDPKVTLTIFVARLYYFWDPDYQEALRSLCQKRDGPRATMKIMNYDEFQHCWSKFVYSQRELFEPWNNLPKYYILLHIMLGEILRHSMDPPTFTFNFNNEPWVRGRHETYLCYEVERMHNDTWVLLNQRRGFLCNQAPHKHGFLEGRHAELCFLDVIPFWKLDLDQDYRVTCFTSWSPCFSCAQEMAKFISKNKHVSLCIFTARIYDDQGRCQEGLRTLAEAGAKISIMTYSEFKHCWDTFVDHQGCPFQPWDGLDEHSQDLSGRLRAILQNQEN
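Read-out is eYFP fluorescence (Ex 488/Em 500-530) from Vif-expressing HeLa A3G-eYFP cells; more signal means A3G escaped Vif-mediated degradation. Cells plated overnight, compound pinned in, incubated overnight at 37 deg C.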
TrxR1 substrate: qHTS Assay for Substrates of Mammalian Selenoprotein Thioredoxin Reductase 1 (TrxR1): qHTS; Thioredoxin reductase 1, cytoplasmic (Rattus norvegicus), O89049; purified TrxR1 substrate turnover, NADPH consumption readout; Potency, µM (titrated, usually from 114 µM), without a hit: at the top dose activity change, negative = substrate turnover; 0.01% of 390,000 active; AID 588456, 2011; also: potency is read from the fitted curve at half-maximal effect; % is scaled to controls: 0 for no effect and ±100 for the full control effect; nearly all actives have a fitted effect of over 50% in size
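Rat TrxR1, dispensed at 90 nM, was prereduced with 400 uM NADPH (final) for 5 min at ~22 deg C, then incubated with compound 15 min before 400 uM selenite. A first-read NADPH fluorescence drop versus no-compound background flagged substrates.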
rTrxR1 inhibitor: qHTS Assay for Inhibitors of Mammalian Selenoprotein Thioredoxin Reductase 1 (TrxR1): qHTS. 1% of 390,000 active. Potency, µM (top dose mostly 114 µM), for the others: top-dose activity change, negative = inhibition, hits mostly inhibitors. recombinant rTrxR1, NADPH fluorescence consumption, selenite substrate. Thioredoxin reductase 1, cytoplasmic (Rattus norvegicus), O89049; also: potency is read from the fitted curve at half-maximal effect; % is scaled to controls: 0 for no effect and ±100 for the full control effect; nearly all actives have a fitted effect of over 65% in size
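Rat TrxR1 (90 nM in the dispensed reagent) was pre-reduced with 400 uM NADPH for 5 min at room temperature, then incubated with compound for 15 min. After 400 uM selenite was added, NADPH fluorescence (Ex 340/Em 450 nm) was followed for 8 min.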
USP1 inh: Inhibitors of USP1/UAF1: Primary Screen. Ubiquitin carboxyl-terminal hydrolase 1 (Homo sapiens), O94782. recombinant USP1/UAF1, Ub-Rhodamine cleavage fluorescence. Potency, µM (titrated, usually from 57.1 µM), for inactives: at the top dose activity change, negative = inhibition, most hits filed as inhibitors. 0.23% of 390,000 active; also: potency is read from the fitted curve at half-maximal effect; % is scaled to controls: 0 for no effect and ±100 for the full control effect; nearly all actives have a fitted effect of over 60% in size; inactives centre near -12
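USP1/UAF1 complex (1 nM) preincubated 15 min at room temperature with compound, then Ub-Rho substrate (150 nM final) added. Kinetic fluorescence at 480/540 nm over 6 reads at 60 s intervals; 50 mM HEPES pH 7.8, 0.5 mM EDTA, 0.1 mg/ml BSA, 1 mM TCEP, 0.01% Tween-20.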
Numbers without * were called inactive; ? = inconclusive; . = no result given; & = joins results of further samples; [ ] = dose if it differs, or a comment. Unless noted, calls follow the shape of the dose curve; as a rule, active = well fitted curve in the direction sought with a large enough effect; inconclusive = small, poorly fitted or top-dose-only effect, or another doubt; inactive = no such curve, though single readings can be large; an effect the other way counts as inactive or inconclusive. The list is partial, so the mix of outcomes need not match the whole.

canonical_smiles	Vif-A3F inh	Glioma ERSR ind	LDHA inh	RGS4 inhibitor	IDH1 R132H inh	Vif-APOBEC3G blk	TrxR1 substrate	rTrxR1 inhibitor	USP1 inh
Cc1cccc(NC(=O)Cn2c(=O)n(Cc3ccccc3)c(=O)c3oc4ccccc4c32)c1C	-7%	-1%	-1	5%	-11%	-6%	5%	30%	-4%
Cc1cc(C)c(S(=O)(=O)c2ccccc2F)c(=O)[nH]1	-2%	-4%	0	3%	0%	2%	-2%	4%	-18%
COCCN1CC(C(=O)NCCc2nc(C)c(C)s2)CCC1=O (stereo not drawn)	1%	9%	0	-13%	2%	-2%	2%	15%	-17%
O=c1oc2cc(OCc3ccc([N+](=O)[O-])cc3)ccc2c2c1CCCC2	-9%	-2%	3	-4%	3%	0%	-3%	-1%	-5%
COCc1cc(CN2CCCC(C(=O)c3cccc(C(F)(F)F)c3)C2)ccc1OC (stereo not drawn)	0%	-4%	-2	-10%	9%	4%	-3%	5%	-20%
COc1ccc(NC(=O)c2oc3cc(C)c(C)cc3c2C)c(OC)c1	-4%	2%	-8	-5%	5%	-1%	15%[57.1 µM]	15%[57.1 µM]	-3%
O=C(COC(=O)/C=C/c1ccc([N+](=O)[O-])cc1)NCc1ccco1	1%	-4%	-2	2%	1%	-4%	-1%	12%	-12%
CCc1nnc(NS(=O)(=O)c2ccc(N3C(=O)c4ccccc4C3=O)cc2)s1	-8%	-3%	-13	9%	11%	-2%	5%[57.1 µM]	14%[57.1 µM]	0%
N/C(Cc1ccccc1Sc1ccccc1)=N\O	4%	-3%	-6	18%	8%	0%	1%	-1%	-16%
CC(C(=O)Nc1ccc(O)cc1C(=O)O)N1C(=O)/C(=C\c2cccs2)SC1=S (stereo not drawn)	-12%	-3%	-6	?	-7%	-5%	-11%	-22%	?
Cc1nc(N2CCCCC2C)c2c(C)c(C(=O)Nc3cccc(C(F)(F)F)c3)sc2n1 (stereo not drawn)	1%	-3%	-2	-9%	-8%	2%	26%[57.1 µM]	54%[activator][57.1 µM]	-21%
OC(Cn1cncn1)(c1ccc(F)cc1)c1ccc(Cl)cc1 (stereo not drawn)	-5%	-6%	-1	-7%	-1%	0%	5%	21%	-22%
Cc1cc(N2C3CCC2CC(O)(c2ccc(F)cc2)C3)nc(-c2ccccc2)n1 (stereo not drawn)	-18%	-2%	-1	9%	-1%	-9%	4%	12%	?
CC(=O)Nc1ccc2nc3ccccc3nc2c1	-1%	-6%	10	?	1%	0%	1%	1%	-3%
COC(=O)c1ccc(OC)c(CN2CCCN(Cc3ccc(F)cc3)S2(=O)=O)c1	-17%	-1%	3	9%	3%	2%	-7%[57.1 µM]	-7%[57.1 µM]	-3%
COc1ccc(N2C(N)=NC(N)=NC2(C)C)cc1	1%	-3%	-7	-9%[11.4 µM]	6%	0%	-9%	21%[57.1 µM]	-11%
COc1ccc(-n2nc(C(=O)NCC(=O)NCc3ccccc3OC)c3ccccc3c2=O)cc1	-7%	-4%	-20	11%	-2%	-1%	12%	2%	-8%
CC(=O)Cc1nsc(NC(=O)c2ccc(COc3ccccc3C)o2)n1	4%	1%	-3	-6%	-3%	-2%	-2%	-4%	-10%
O=C(Nc1ccccc1)C1CCN(S(=O)(=O)c2ccc3c(c2)OCCO3)CC1	5%	0%	-2	-15%	0%	-3%	-11%[57.1 µM]	16%	-6%
O=C(Nc1cccnc1)c1ccc(F)cc1	-8%	-1%	-10	-13%	-5%	4%	-4%[57.1 µM]	-4%[57.1 µM]	-21%
CCc1noc(C)c1C(=O)N1CCCC(C(=O)c2cc(F)ccc2F)C1 (stereo not drawn)	4%	-3%	-8	9%	-2%	5%	1%[57.1 µM]	30%	-25%
CCCCn1c(N)c(N(CCC(C)C)C(=O)C2CC(=O)N(CCc3ccc(OC)c(OC)c3)C2)c(=O)[nH]c1=O (stereo not drawn)	-12%	-4%	-9	18%	-2%	-1%	0%[57.1 µM]	-3%[57.1 µM]	-8%
Cc1cccc([N+](=O)[O-])c1NC(=O)COC(=O)C1CC2CCCC(C1)C2=O (stereo not drawn)	4%	-4%	-2	-9%	-6%	2%	-1%	10%	-6%
N#Cc1ccccc1NC1=CC(=O)CCC1	-14%	-2%	-3	2%	-1%	1%	5%	-1%	-3%
CCOCCOC(=O)c1ccc(-n2cncn2)nc1	9%	0%	0	32%	7%	1%	-10%	15%[57.1 µM]	-3%
COc1ccc(S(=O)(=O)N(C)CC(=O)NCCCN2CCOCC2)cc1C	-26%	-3%	-9	3%	-1%	0%	-2%	9%	-23%
COc1ccc(CC(=O)NC(C)c2nnc(SCCC(=O)Nc3ccccc3)n2C)cc1 (stereo not drawn)	-2%	0%	0	-30%	0%	-13%	8%	13%	-21%
O=C(CSc1ccc2c(c1)OCCO2)NCc1ccco1	4%	-4%	-5	21%	-1%	2%	-1%	?	-5%
Cc1ccc(-c2nn(-c3ccccc3)cc2C(=O)Nc2cccc(S(=O)(=O)NC3=NCCC3)c2)cc1	-12%	2%	-3	.	5%	0%	.	.	-5%
COc1ccc(/C=N/NC(=O)CCc2nc3ccccc3[nH]2)cc1	-2%	0%	-11	13%	10%	-5%	-9%	-4%	-9%
CN1CCN(c2nc3c(c(=O)[nH]c(=O)n3C)n2CCSc2nnnn2-c2ccccc2)CC1	-15%	-2%	3	5%	-3%	-1%	7%	?	-25%
Cc1cccc(CSCCNC(=O)CN(c2ccccc2)S(=O)(=O)N(C)C)c1	.	.	-8	3%	.	.	-2%	8%	?
O=C(Cn1nc(C(F)(F)F)c2c1CCCC2)NCc1ccco1	-3%	-2%	-4	-31%	0%	2%	1%	-10%	-25%
COc1cccc(CN2CCN(Cc3cc(OC)c(OC)cc3OC)CC2)c1	?	-4%	-22	-33%	9%	1%	-18%[57.1 µM]	14%[57.1 µM]	-14%
Cc1cc(=O)oc2cc(OCC(=O)N3CCN(c4ccccc4)CC3)ccc12	-5%	0%	0	-21%	-4%	-6%	26%	6%	-25%
C=CCNC(=O)C1CCN(S(=O)(=O)c2ccc3ccccc3c2)CC1	-1%	0%	-3	-4%	2%	-9%	4%	16%	-22%
CCOc1ccc(C(=O)COC(=O)CNC(=O)C2CCCCC2)cc1	6%	3%&-1%	-14&-11	2%&-7%	-4%	-1%&-3%	-5%&-1%	2%&2%	-2%
O=C(COC(=O)COc1ccccc1)Nc1ccc(S(=O)(=O)N2CCOCC2)cc1	26%	-3%	-6	-42%	0%	-5%	-3%	16%	-15%
O=C1CC(c2ccco2)Sc2ccccc2N1 (stereo not drawn)	-8%	-3%	-2	-43%	7%	-5%	7%	-1%	-22%
Cc1cc(C)c2c(N)c(C(=O)Nc3ncc(C)s3)sc2n1	3%	-17%	2	5%[11.4 µM]	11%	-11%	53%[activator]	11%	-8%
O=C(c1ccc2c(c1)N(Cc1ccccc1F)C(=O)c1ccccc1S2=O)N1CCN(c2ccccc2)CC1 (stereo not drawn)	-9%	-3%	-6	-13%	0%	1%	7%	34%	-29%
Cc1ccc(C)c(C(=O)CCC(=O)N2CCN(c3cccc(C(F)(F)F)c3)CC2)c1	0%	-4%	3	-5%	5%	-2%	-3%	9%	?
CS(=O)(=O)c1ccc(C(=O)OCC(=O)Nc2cccnc2Cl)cc1[N+](=O)[O-]	7%	-15%	-1	-23%	17%	?	3%	2.5µM*	-22%
CC(=O)Nc1cccc(C(=O)OCC(=O)NC(C)c2ccc(F)cc2)c1 (stereo not drawn)	-4%	-4%	-5	-8%	-1%	3%	3%[57.1 µM]	-1%[57.1 µM]	-19%
COc1ccc(C/C(O)=C(\C#N)c2nc3ccccc3s2)cc1	7%	5%	-6	6%	1%	-1%	-3%[57.1 µM]	-6%[57.1 µM]	-15%
